Screening results deposited in PubChem by National Center for Advancing Translational Sciences (NCATS).
TRHR enhancer: qHTS for Small Molecule Agonists and Allosteric Enhancers of Human TRH Receptor: Primary Screen for Enhancers. enhancement, % at 2 µM. actives 0.66% (n = 360,000). TRHR cells, fluo-8 calcium fluorescence, EC20 TRH enhancement. Thyrotropin-releasing hormone receptor (Homo sapiens), P34981. AID 493056, 2011; in the data active = enhancement above about 30%; note: 0% is about no effect
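TRHR-expressing cells loaded with fluo-8 calcium dye were read kinetically (ex 480/em 530) during compound addition, then stimulated with an EC20 of TRH (10 nM final). Enhancement of the Gq-mediated intracellular calcium response was scored.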
TrxR1 substrate: qHTS Assay for Substrates of Mammalian Selenoprotein Thioredoxin Reductase 1 (TrxR1): qHTS. Thioredoxin reductase 1, cytoplasmic (Rattus norvegicus), O89049. purified TrxR1 substrate turnover, NADPH consumption readout. Potency, µM (highest dose often 114 µM), inactives show top-dose activity change, negative = substrate turnover. actives 0.01% (n = 390,000); note: potency is the fitted concentration of half-maximal effect; % is set by controls: 0 for no effect and ±100 for the full control effect; nearly all actives have a fitted effect of over 50% in size
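Rat TrxR1, dispensed at 90 nM, was prereduced with 400 uM NADPH (final) for 5 min at ~22 deg C, then incubated with compound 15 min before 400 uM selenite. A first-read NADPH fluorescence drop versus no-compound background flagged substrates.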
TRHR agonist: qHTS for Small Molecule Agonists and Allosteric Enhancers of Human TRH Receptor: Primary Screen for Agonists; activation, % at 2 µM; TRHR cells, calcium flux fluo-8, FDSS agonist mode; actives 0.18% (n = 360,000); Thyrotropin-releasing hormone receptor (Homo sapiens), P34981; AID 493084, 2011; in the data active = activation above about 30%; note: 0% is about no effect
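TRHR-expressing cells, plated overnight in medium with 10% serum, were loaded with fluo-8 calcium dye at room temperature. After a 10 s baseline, library compound was pin-added and calcium release was recorded kinetically (ex 480/em 530) as agonist response.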
USP1 inh: Inhibitors of USP1/UAF1: Primary Screen. Ubiquitin carboxyl-terminal hydrolase 1 (Homo sapiens), O94782. recombinant USP1/UAF1, Ub-Rhodamine cleavage fluorescence. Potency, µM (highest dose often 57.1 µM), for the others: at the top dose activity change, negative = inhibition, actives largely listed as inhibitors. actives 0.23% (n = 390,000). AID 743255, 2014; note: potency is the fitted concentration of half-maximal effect; % is set by controls: 0 for no effect and ±100 for the full control effect; nearly all actives have a fitted effect of over 60% in size; inactives centre near -12
Target sequence (O94782 whole entry, looked up): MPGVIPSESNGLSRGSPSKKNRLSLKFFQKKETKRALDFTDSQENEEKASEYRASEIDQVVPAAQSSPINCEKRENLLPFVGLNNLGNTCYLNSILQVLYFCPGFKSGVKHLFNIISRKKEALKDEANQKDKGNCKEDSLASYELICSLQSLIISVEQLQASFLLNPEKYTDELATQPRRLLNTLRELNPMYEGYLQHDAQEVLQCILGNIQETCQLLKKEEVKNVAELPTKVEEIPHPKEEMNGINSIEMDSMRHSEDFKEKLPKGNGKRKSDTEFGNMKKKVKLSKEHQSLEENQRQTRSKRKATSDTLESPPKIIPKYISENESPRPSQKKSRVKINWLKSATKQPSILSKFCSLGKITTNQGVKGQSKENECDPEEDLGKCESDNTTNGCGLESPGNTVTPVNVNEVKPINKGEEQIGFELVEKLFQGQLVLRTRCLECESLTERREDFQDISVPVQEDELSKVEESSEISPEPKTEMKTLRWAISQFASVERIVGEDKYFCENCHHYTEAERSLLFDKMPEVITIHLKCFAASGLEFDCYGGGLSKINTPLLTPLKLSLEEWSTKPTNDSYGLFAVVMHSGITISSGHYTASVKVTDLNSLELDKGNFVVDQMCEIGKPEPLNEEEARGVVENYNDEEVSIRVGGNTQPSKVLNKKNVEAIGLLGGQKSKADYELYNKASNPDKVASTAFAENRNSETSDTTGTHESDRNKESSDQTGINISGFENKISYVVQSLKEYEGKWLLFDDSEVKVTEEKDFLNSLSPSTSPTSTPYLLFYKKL
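In this screen, compounds sit with the deubiquitinase complex (1nM) for 15 min at room temperature before Ub-Rho is added at 150nM final. Fluorescence rise is then followed for 6 reads every 60 seconds.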
D2 ag: HTS Assay for Allosteric Agonists of the Human D2 Dopamine Receptor: Primary Screen for Agonists; actives 0.53% (n = 340,000); activation, % at 2 µM; D(2) dopamine receptor (Homo sapiens), P14416; HEK293 T-REx D2 cells, calcium flux agonist mode;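 active = activation over 3 SD above normal in the single-dose calcium agonist read, cut at about 30% in these data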; note: 0% is about no effect
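Agonism scored from kinetic calcium signal (1 read/sec, 180 s) following compound pin transfer, after a 10 s baseline. Cells: HEK293 Trex line expressing inducible D2 receptor coupled to calcium, dye-loaded after overnight culture at 30 C.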
TrxR1 inh: qHTS Assay for Inhibitors of Mammalian Selenoprotein Thioredoxin Reductase 1 (TrxR1): qHTS | Potency, µM (top dose mostly 114 µM), for inactives: at the top dose activity change, negative = inhibition, hits mostly inhibitors | Thioredoxin reductase 1, cytoplasmic (Rattus norvegicus), O89049 | actives 1% (n = 390,000) | recombinant rTrxR1, NADPH fluorescence consumption, selenite substrate | AID 588453, 2011; note: potency is the fitted concentration of half-maximal effect; % is set by controls: 0 for no effect and ±100 for the full control effect; nearly all actives have a fitted effect of over 65% in size
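Rat TrxR1 (90 nM in the dispensed reagent) was pre-reduced with 400 uM NADPH for 5 min at room temperature, then incubated with compound for 15 min. After 400 uM selenite was added, NADPH fluorescence (Ex 340/Em 450 nm) was followed for 8 min.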
D2 antagonist: HTS Assay for Allosteric Antagonists of the Human D2 Dopamine Receptor: Primary Screen for Antagonists; D(2) dopamine receptor (Homo sapiens), P14416; HEK293 TREx D2 cells, calcium flux, dopamine EC80; inhibition, % at 10 µM; actives 2% (n = 340,000); AID 485344, 2010; in the data active = inhibition above about 30%; note: 0% is about no effect
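Calcium flux kinetic readout in an inducible HEK293 TREx D2 line plated overnight at 30 C. After 180 s compound exposure, an EC80 dopamine challenge follows with another 180 s kinetic read to detect antagonism.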
mIDH1 inhibitor: qHTS for Inhibitors of mutant isocitrate dehydrogenase 1 (IDH1): qHTS. IDH1-R132H enzyme, NADPH consumption, diaphorase/resazurin fluorescence. Potency, µM (highest dose often 76.6 µM), for inactives: at the top dose activity change, negative = inhibition, usual class: inhibitors. actives 0.093% (n = 390,000). AID 602179, 2012; note: potency is the fitted concentration of half-maximal effect; % is set by controls: 0 for no effect and ±100 for the full control effect; nearly all actives have a fitted effect of over 65% in size
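IDH1-R132H (0.5 ug/mL dispensed) in pH 7.5 Tris buffer was preincubated 30 min with compound, then given a substrate mix of 0.016 mM NADPH and 2 mM alpha-KG for 80 min at room temperature; remaining NADPH was read by diaphorase/resazurin fluorescence.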
Pin1 inhibitor: qHTS Assay to Find Inhibitors of Pin1; Peptidyl-prolyl cis-trans isomerase NIMA-interacting 1 (Homo sapiens), Q13526; Pin1 FP peptide displacement, HiFluor488, 10 min; Potency, µM (titrated, usually from 115 µM), without a hit: at the highest dose activity, negative = inhibition, usual class: inhibitors; actives 0.009% (n = 390,000); active = well fitted inhibition curve with a large enough effect in the polarisation, with a control signal flat, not every such curve was filed as active; inconclusive = small, poorly fitted or top-dose-only effect, or effect the other way, or a change in a side signal; inactive = no such curve, though single readings can be large or run the other way; the % refers to the polarisation; note: potency is the fitted concentration of half-maximal effect; % is set by controls: 0 for no effect and ±100 for the full control effect
Target sequence (Q13526 whole entry, looked up): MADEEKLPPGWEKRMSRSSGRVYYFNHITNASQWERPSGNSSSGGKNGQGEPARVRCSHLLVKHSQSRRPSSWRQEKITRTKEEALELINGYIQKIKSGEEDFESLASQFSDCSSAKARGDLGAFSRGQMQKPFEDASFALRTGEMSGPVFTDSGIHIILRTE
* hit, by the source's call; ? = inconclusive; nt = no result given; [ ] = remark or other dose. Unless noted, calls come from the whole dose curve; as a rule, active = well fitted inhibition curve with a large enough effect; inconclusive = small, poorly fitted or top-dose-only effect; inactive = no such curve, though single readings can be large or run the other way. These rows are one share of the data; the hit share may differ from the screen's.

SMILES	TRHR enhancer	TrxR1 substrate	TRHR agonist	USP1 inh	D2 ag	TrxR1 inh	D2 antagonist	mIDH1 inhibitor	Pin1 inhibitor
COc1ccc(/C=N/NC(=O)CN2CCN(Cc3ccccc3)CC2)cc1Br	17	2%[57.1 µM]	-0.8	4%	-0.1	19%[57.1 µM]	-29	-3%	2%
COc1cccc(-c2nc3ccc([N+](=O)[O-])cc3o2)c1	0	-5%[57.1 µM]	0.9	-6%	-1.0	4%[57.1 µM]	-14	4%	-9%
c1ccc(N2CCOCC2)c(Nc2nc3ccccc3n3cnnc23)c1	7	9%	-0.6	?	0.7	46%[activator]	-25	2%	10%
COc1cccc(-c2nc(-c3ccccn3)no2)c1	8	-9%	0.6	-7%	0.4	-6%	-13	6%	-1%
CCC/C(=N\NC(=O)c1ccccc1C)c1ccccc1	3	1%	-0.7	-20%	-0.6	4%	5	6%	-6%
OCc1ccnc2oc3ccccc3c12	nt	19%[57.1 µM]	nt	-8%	nt	14%[57.1 µM]	nt	2%	-7%
COc1ccc(C2C(C#N)=C(N)Oc3c2sc2nc(C)cc(C)c32)cc1 (configuration not stated)	1	-2%	-0.4	?	-0.7	-1%	8	-2%	-1%
CN(C)/C=C/C1=CC(=O)CC(C)(C)C1	4	4%[57.1 µM]	0.0	?	-2.0	15%[57.1 µM]	14	5%	?
COc1ccc(CN2CCNC(=O)C2CC(=O)N(C)Cc2ccon2)cc1OC (configuration not stated)	-2	1%	0.7	-6%	-0.8	-7%	10	10%	-18%
O=C(N/N=C/c1ccc2c(c1)OCO2)C(=O)Nc1ccccc1	4	0%	0.0	-1%	1.3	20%	-9	-1%	-2%
COc1ccc(-c2nnc(SCC(=O)Nc3cccc(Cl)c3)o2)cc1	-3	5%[57.1 µM]	0.2	-13%	0.1	20%[57.1 µM]	4	2%	0%
O=C(Nc1ccccc1N1CCCCC1)c1cc(S(=O)(=O)N2CCOCC2)ccc1Cl	-5	-9%	0.3	-15%	0.6	4%	7	4%	?
CCOc1ccc2oc(C(=O)NNC(=O)c3csc(N4CCOCC4)n3)c(C)c2c1	-1	5%	-1.1	-6%	-0.2	6%	-2	-14%	0%
COc1ccc(CNC(=O)C2CCCN(S(=O)(=O)c3c(C)n[nH]c3C)C2)cc1 (configuration not stated)	1	10%	-0.4	-8%	-0.4	?	8	7%	5%
CC(C)(C)C(=O)Nc1ccc(-c2cc3cc(Cl)ccc3o2)cc1	4	7%	0.3	-16%	0.2	16%	8	4%	4%
CC12CC3(C)CC(C)(C1)CC(NC(=O)N1CCCC1)(C2)C3	3	-10%	3.1	-18%	0.8	-5%	22	6%	-3%
CNC(=O)c1c(NC(=O)c2ccc(S(=O)(=O)N3CC(C)OC(C)C3)cc2)sc2c1CCN(C(C)C)C2 (configuration not stated)	5	-13%	2.1	-8%	0.9	-1%	11	1%	?
C/C(N)=C(/C#N)C(=O)COC(=O)c1ccc(O)cc1	-6	-7%	0.4	-16%	0.5	2%	-3	2%	2%
O=C(Cc1nnc(NC(=O)c2ccccc2)s1)N/N=C\c1ccc(O)c(O)c1	-4	-1%	0.5	-3%	0.4	-22%	-2	0%	?
Cc1nc2scc(C)n2c(=O)c1S(=O)(=O)Nc1ccc(F)cc1	-4	-3%[57.1 µM]	1.6	-4%	3.0	-4%[57.1 µM]	-10	-2%	3%
O=[N+]([O-])c1ccccc1S(=O)(=O)Nc1ccc(-c2ccc3nncn3n2)cc1	17	-8%	-0.2	-19%	1.2	1%	-6	4%	3%
COc1ccc(CNC(=O)c2ccc(Br)cc2)cc1	-9	nt	1.1	nt	-0.2	nt	14	nt	nt
O=C(COC(=O)c1ncc(Cl)c(Cl)c1Cl)NC1CCS(=O)(=O)C1 (configuration not stated)	0	4%	-0.6	-16%	-0.4	8%	-5	-8%	-7%
CCNc1nc(SC(C)C(=O)Nc2ccccc2)nc(N(C)C)n1 (configuration not stated)	1	2%	-0.1	-21%	-0.1	13%	-10	0%	45%[activator]
Cc1ccc(/C=N/NC(=O)c2ccc3nc[nH]c3c2)o1	-8	-18%	-1.2	-22%	nt	-23%	nt	0%	-4%

New compounds follow.
SMILES	TRHR enhancer	TrxR1 substrate	TRHR agonist	USP1 inh	D2 ag	TrxR1 inh	D2 antagonist	mIDH1 inhibitor	Pin1 inhibitor
CCn1c(C)c(C(C)=O)c(N2CCN(C(c3ccccc3)c3ccccc3)CC2)nc1=S	-7	4%[57.1 µM]	1.5	-11%	-0.4	-9%[57.1 µM]	-13	-2%	12%
COc1ccc(NC(=O)c2cccc(Cl)c2)c[n+]1[O-]	5	13%[57.1 µM]	0.9	-11%	-0.4	-59%	6	2%	1%
O=[N+]([O-])c1cc(C(F)(F)F)ccc1N1CCN(CCO)CC1	14	3%[57.1 µM]	0.6	-14%	nt	17%[57.1 µM]	nt	1%	-3%
COc1cccc(C(=O)OCCN(C)C(C)(C)C)c1	-1	nt	-0.1	nt	-0.1	nt	22	nt	nt
O=C(O)c1cc(-c2ccc(Cl)cc2)n(-c2ccccc2)n1	2	0%	0.6	-21%	1.1	15%	11	10%	-6%
Cc1cc(C)n(-c2nc(SCC(=O)N3CCCC3)c3c4c(sc3n2)CCCC4)n1	7	-2%	-0.2	-5%	1.3	6%	11	-2%	10%
O=C(CN1C(=O)/C(=C\c2ccc(C(F)(F)F)cc2)Sc2ccccc21)NCc1ccco1	-4	3%	0.8	1%	1.4	-16%	-2	7%	16%
CC(C)C[C@H](NC(=O)c1nc[nH]c1C(=O)NCCCCCNC(=O)OC(C)(C)C)C(=O)OC(C)(C)C	-9	-11%	0.0	?	0.4	2%	13	2%	-1%
CCOc1ccccc1N(CC(=O)NCCSc1ccccc1)S(C)(=O)=O	2	4%[57.1 µM]	-0.2	8%	-0.2	5%[57.1 µM]	-17	7%	-9%
C=CCNC(=O)c1cn(CC)c2cc(N3CCN(C(=O)c4ccco4)CC3)c(F)cc2c1=O	-2	1%	-0.2	3%	0.7	24%	-10	4%	0%
COc1cccc(CN(C(=O)c2cccc(OC)c2)C2CCS(=O)(=O)C2)c1 (configuration not stated)	-6	0%	0.1	-21%	0.8	9%	-3	-9%	9%
Cc1c(Br)c([N+](=O)[O-])nn1CC(=O)Nc1sc2c(c1C(=O)OC(C)C)CCC(C)C2 (configuration not stated)	-10	-4%	-0.2	-17%	-0.6	-2%	-4	9%	-9%
COc1ccc(CCNC(=O)CC(C)S(=O)(=O)c2ccc3c(c2)NC(=O)CO3)cc1OC (configuration not stated)	0	6%	0.3	-25%	0.0	20%	7	1%	-4%
CC(C)C[C@H](NC(=O)N1CC(=O)Nc2ccccc21)C(=O)N[C@@H](C(=O)O)c1ccccc1	-3	5%[57.1 µM]	0.1	-18%	0.8	14%[57.1 µM]	3	-9%	-3%
CC1CCCC12NC(=O)NC2=O (configuration not stated)	nt	4%[11.4 µM]	nt	-8%	nt	1%[11.4 µM]	nt	-2%	-10%
CC(C)c1ccc(/C=C2\SC(=O)N(CC(=O)NCCCn3ccnc3)C2=O)cc1	9	-15%	0.0	-22%	-0.5	?	2	1%	-8%
C[C@@H](NCCCn1cnc2c(OCc3ccccc3)ncnc21)c1cccc2ccccc12	nt	-3%	nt	1%	nt	-11%	nt	-8%	-3%
CCC(C(=O)Nc1c[nH]c(=O)[nH]c1=O)c1ccccc1 (configuration not stated)	2	-12%	0.4	-8%	3.0	-17%	18	9%	2%
CC(Oc1ccc(C(C)(C)C)cc1)C(=O)NC1CC(C)(C)NC(C)(C)C1 (configuration not stated)	-1	-1%	0.8	-2%	-0.2	9%	0	1%	2%
Cc1cc(C(=O)CN2C(=O)C(=O)N(Cc3ccccc3)C2=O)c(C)n1Cc1ccccc1	nt	-11%	nt	-5%	nt	-8%	nt	4%	19%
CC(C)[C@H](NC(=O)c1ccco1)C(=O)OCc1cc(=O)n2c(n1)sc1ccccc12	6	1%	-0.6	0%	nt	2%	nt	1%	?
CCCCn1nnnc1NCc1ccc(N2CCCC2)cc1	0	5%[57.1 µM]	-0.3	-2%	0.0	11%[57.1 µM]	11	3%	8%
O=C(CSc1ncnc2ccccc12)c1ccco1	3	-6%	-0.1	-21%	0.5	7%[57.1 µM]	-4	6%	-8%
COc1cccc(C2C3(C#N)C(N)=NC(OC)(OC)C23C#N)c1 (configuration not stated)	3	11%[57.1 µM]	0.1	-9%	-0.1	-6%[57.1 µM]	-5	9%	-6%
COCCCNC(=O)CC1Oc2ccccc2NC1=O (configuration not stated)	-2	6%	0.3	-13%	-0.3	37%	15	7%	3%

Ordered by the number under mIDH1 inhibitor (ascending): 3 of the compounds above.
SMILES,mIDH1 inhibitor
C[C@@H](NCCCn1cnc2c(OCc3ccccc3)ncnc21)c1cccc2ccccc12,-8%
Cc1cc(C)n(-c2nc(SCC(=O)N3CCCC3)c3c4c(sc3n2)CCCC4)n1,-2%
CC(Oc1ccc(C(C)(C)C)cc1)C(=O)NC1CC(C)(C)NC(C)(C)C1 (configuration not stated),1%
